AMA1-RON2 inh = inhibitors of Plasmodium falciparum AMA1-RON2 interaction. AlphaScreen AMA1-biotinylated RON2 peptide binding. Potency, µM (titrated, usually from 58.2 µM), inactives show at the highest dose activity change, negative = inhibition, usual class: inhibitors. actives 0.2% (n = 360,000);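 further: potency means the concentration at half of the fitted maximal effect; 0% = vehicle wells and -100% = peptide control; nearly all actives have a fitted effect of over 45% in size; some results filed as inactive show a strong effect at the top dose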
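AMA1 (3D7) with his tag at 25 nM final met compounds first, then biotinylated RON2 peptide at 25 nM; detection used donor plus acceptor beads, 10 µg/mL apiece, read by AlphaScreen after 30 min at room temperature.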
AmpC inh detg = AmpC beta-lactamase inhibition with detergent present; AmpC hydrolysis of nitrocefin, absorbance 480 nm, 0.01% Triton; Potency, µM (doses to about 114 µM), for inactives: at the top dose activity change, negative = inhibition, most hits filed as inhibitors; actives 0.041% (n = 370,000);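 further: potency means the concentration at half of the fitted maximal effect; 0% = no-compound wells and -100% = no-enzyme wells; nearly all actives have a fitted effect of over 25% in size; some results filed as inactive show a strong effect at the top dose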
Target sequence (P00811 whole entry, looked up): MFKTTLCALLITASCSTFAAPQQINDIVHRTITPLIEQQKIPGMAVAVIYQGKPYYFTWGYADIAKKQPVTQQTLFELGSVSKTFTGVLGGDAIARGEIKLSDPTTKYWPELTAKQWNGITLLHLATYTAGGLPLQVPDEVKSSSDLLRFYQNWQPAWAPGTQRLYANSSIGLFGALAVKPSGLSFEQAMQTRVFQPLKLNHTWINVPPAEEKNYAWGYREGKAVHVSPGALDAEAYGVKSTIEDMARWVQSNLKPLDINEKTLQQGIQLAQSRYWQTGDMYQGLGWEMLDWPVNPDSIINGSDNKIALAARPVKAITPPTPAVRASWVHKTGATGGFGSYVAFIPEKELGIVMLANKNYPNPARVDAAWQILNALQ
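20 mM phosphate pH 7.0 + 0.01% (detergent screen) or 0.0001% Triton X-100; 5.3 nM AmpC reagent; cpd preinc 15 min RT; nitrocefin (800 uM stock) to start; A480 q20 s × 4 min; Activity was normalised to no-enzyme and no-compound control wells.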
Sm TGR block = inhibitors of Schistosoma mansoni thioredoxin glutathione reductase; purified TGR, DTNB reduction, TNB absorbance 405 nm; Potency, µM (highest dose often 114 µM), without a hit: at the highest dose activity change, negative = inhibition, actives largely listed as inhibitors; actives 3% (n = 360,000); AID 485364; further: potency means the concentration at half of the fitted maximal effect; nearly all actives have a fitted effect of over 60% in size
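TGR 20 nM + NADPH 100 uM (dispensed conc.), cpd preinc 15 min RT; start with NADPH (500 uM addition) then DTNB (15 mM addition). Kinetic TNB absorbance, 405 nm filter. Four-parameter Hill fit across titration.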
LmPK inhibitor = inhibitors of Leishmania mexicana pyruvate kinase; actives 0.37% (n = 290,000); Potency, µM (highest dose often 57.5 µM), for inactives: at the top dose activity change, negative = inhibition, most hits filed as inhibitors; purified LmPK, Kinase-Glo ATP luminescence, 1 h; Q27686; further: potency means the concentration at half of the fitted maximal effect
Target sequence (Q27686 whole entry, looked up): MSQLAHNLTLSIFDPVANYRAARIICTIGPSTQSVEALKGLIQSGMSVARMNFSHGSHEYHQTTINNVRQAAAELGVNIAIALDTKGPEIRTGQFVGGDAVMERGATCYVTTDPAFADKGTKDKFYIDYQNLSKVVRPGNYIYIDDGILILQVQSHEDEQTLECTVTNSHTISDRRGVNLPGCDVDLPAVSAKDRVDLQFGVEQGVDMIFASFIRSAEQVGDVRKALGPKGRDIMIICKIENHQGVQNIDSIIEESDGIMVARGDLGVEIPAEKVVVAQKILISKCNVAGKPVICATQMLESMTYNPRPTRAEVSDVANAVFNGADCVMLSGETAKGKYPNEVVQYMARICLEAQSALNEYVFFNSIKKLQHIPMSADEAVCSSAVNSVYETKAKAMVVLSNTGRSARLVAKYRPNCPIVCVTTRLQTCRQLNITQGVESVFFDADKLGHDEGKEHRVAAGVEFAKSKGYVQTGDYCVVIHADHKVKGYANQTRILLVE
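0.1 nM LmPK, 0.5 mM PEP, 0.1 mM ADP; 50 mM imidazole pH 7.2, 7 mM MgCl2, 50 mM KCl; 1 h RT. Kinase-Glo luminescence readout, normalized to no-enzyme (full inhibition) and uninhibited wells.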
Tb PYK inh = inhibitors of Trypanosoma brucei pyruvate kinase. TbPYK enzyme, Kinase-Glo Plus ATP luminescence, 45 min. actives 0.12% (n = 410,000). Q57TT1. Potency, µM (series often up to 76.8 µM), for inactives: at the highest dose activity, negative = inhibition, hits mostly inhibitors; further: potency means the concentration at half of the fitted maximal effect; nearly all actives have a fitted effect of over 50% in size
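Luminescent Kinase-Glo Plus end-point after 45 min room-temperature reaction of T. brucei pyruvate kinase started with 130 uM ADP (final). Buffer TEA 50 mM pH 7.2 with KCl, MgCl2, BSA, Tween-20; titration-based qHTS with fitted concentration-effect curves.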
HCMV antiviral = inhibitors of human cytomegalovirus; activity change, negative = inhibition, % at 57.5 µM; HFF cells, HCMV-luciferase reporter, 72 h; active compounds read low; actives 4.5% (n = 410,000); AID 1259415; in the data active means activity change below about -60%; inconclusive means no clear call, values can overlap the other calls; inactive means above about -39%
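HFF cells seeded 16 h at 37C, treated with compounds, infected with luciferase-reporter HCMV at MOI 1 PFU/cell; luciferase read at 72 h post infection, normalized to buffer-only and Salinomycin controls.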
AmpC no deterg = AmpC beta-lactamase inhibition without detergent | P00811 | AmpC nitrocefin hydrolysis, absorbance 480 nm, 0.0001% Triton | Potency, µM (series often up to 57.1 µM), for inactives: at the highest dose activity change, negative = inhibition, hits mostly inhibitors | actives 0.52% (n = 330,000) | AID 485341;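 further: potency means the concentration at half of the fitted maximal effect; plate controls were no compound for no effect and no enzyme for full effect; nearly all actives have a fitted effect of over 20% in size; some results filed as inactive show a strong effect at the top dose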
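20 mM phosphate pH 7.0 + 0.01% (detergent screen) or 0.0001% Triton X-100; 5.3 nM AmpC reagent; cpd preinc 15 min RT; nitrocefin (800 uM stock) to start; A480 q20 s × 4 min; Activity was normalised to no-enzyme and no-compound control wells.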
* marks the source's active call; other numbers are inactive results; ? = inconclusive; nt = no result given; [ ] = remark or other dose. Unless noted, the call rests on the fitted dose curve; in most records, active means well fitted curve in the direction sought with a large enough effect; inconclusive means small, poorly fitted or top-dose-only effect, or another doubt; inactive means no such curve, though single readings can be large; an effect the other way counts as inactive or inconclusive. Unless noted, on the % scale 0 is the no-effect control and ±100 the full control effect. Hits appear at their usual frequency (roughly 7.4% active in at least one column).

SMILES	AMA1-RON2 inh	AmpC inh detg	Sm TGR block	LmPK inhibitor	Tb PYK inh	HCMV antiviral	AmpC no deterg
O=C(COc1coc(CN2CCN(Cc3ccccc3)CC2)cc1=O)Nc1ccccc1	-3.5%	0.1%	-6.2%	nt	2.3%	-22.2	-16.4%
O=C(NNC1=NS(=O)(=O)c2ccccc21)c1ccccc1	-5.8%	0.1%	3.0%	-7.2%	-0.9%	-5.7	-6.2%
Cc1cccc(C)c1NC(=O)COC(=O)C1CC1	18.2%	-0.2%	-1.1%	nt	3.2%	-35.5	-11.8%
COc1cc(-c2nnc3sc(Cc4ccccc4)nn23)cc(OC)c1OC	12.4%	0.1%	23.0%	1.5%	-19.0%	34.9	53.8%
COc1ccc(C(C#N)N2CCC(c3ccccc3)=N2)cc1 (stereo not given)	29.9%	-2.4%	?	-9.4%	16.4%	-72.8*	-9.3%
C/C=C/c1ccc(OCCNCc2ccccc2)c(OC)c1	-10.8%	?	3.6%	-1.4%	8.7%	13.6	-3.0%
CC1CCCCC1NS(=O)(=O)c1ccc2c(c1)CCC(=O)N2 (stereo not given)	-4.7%	-5.0%	5.6%	nt	-1.1%	-14.7	-28.1%
Cc1ccc(-c2nn(-c3ccccc3)cc2CN(Cc2ccccc2)C(=O)c2ccco2)o1	-28.5%	-14.2%	0.0%	-7.2%	nt	-75.6*	-22.1%
Cc1[nH]c2ccc(C(=O)NCc3ccccn3)cc2c1C	53.2%[activator]	-6.6%	-13.4%	4.6%	5.6%	12.2	-17.8%
CCc1cccc(CC)c1NC(=O)COC(=O)C1(C)CC1(Cl)Cl (stereo not given)	19.2%	-4.2%	1.2%	4.7%	-3.1%	-33.2	-22.3%
COc1ccc(C2=NN(CC(=O)Nc3cc(C)ccc3C)C(=O)CC2)cc1	2.7%	-3.4%	-7.9%	-15.1%	0.7%	13.5	-4.9%
CC(=O)CSc1nc(C(F)(F)F)cc(=O)n1-c1ccccc1	-9.4%	-6.9%	4.1%	-0.3%	-1.3%	10.3	-6.9%
C#CCNC(=O)C1=C[C@@H](c2ccc3c(c2)OCO3)[C@H](CCCO)[C@@H](OCC)O1	5.1%	-7.6%	44.7µM*	6.0%	-5.7%	1.8	23.5%
O=C(NCc1ccc2c(c1)OCO2)c1c(Cl)cccc1Cl	8.5%	-4.0%	?	-1.5%	3.7%	38.0	-24.6%
O=C(c1ccccc1)C1C(c2ccccc2)C1[N+](=O)[O-] (stereo not given)	-2.9%	3.9%	8.1%	7.2%	2.9%	-2.6	-28.7%
O=C(c1cc(-c2cccc(O)c2)on1)N1CCCCC1	11.5%	?	-10.5%	-22.5%	-3.9%	54.1	-3.5%
COc1cc(-c2cc(NC=O)c3ncc(-c4ccc(C(C)=O)cc4)n3c2)ccc1O	37.9%[activator]	nt	nt	nt	-2.2%	407.0	nt
COc1ccccc1CNC(=O)CS(=O)(=O)c1ccccc1	-2.1%	4.1%	5.8%	1.9%	-2.6%	-8.7	-11.7%
CCc1ccc(NC(=S)N2CCN(c3cccc(C(F)(F)F)c3)CC2)cc1	-15.3%	-14.0%	8.7%	0.8%	1.0%	-6.6	-40.0%
COC(=O)C1=C(c2ccc(S(C)(=O)=O)cc2)C[C@@H]2CC[C@H]1N2C(=O)N1CCC(C)CC1	-7.1%	nt	nt	nt	-6.8%	4.5	nt
COc1ccc(NC(=O)C(NC(C)=O)C(=O)NCc2ccc(F)cc2)cc1 (stereo not given)	2.2%	0.5%	-22.9%	3.3%	-6.6%	6.2	-13.5%
Cc1nc2c(C)cccn2c1/C(O)=C1\C(=O)C(=O)N(CCN2CCOCC2)C1c1cccs1 (stereo not given)	20.3%	-9.0%	-25.4%	-1.1%	11.0%	34.5	1.2%
N#C/C(=C\c1ccc(-c2ccccc2)o1)C(=O)Nn1cnnc1	16.2%	-10.7%	-12.5%	-2.0%	4.0%	-16.7	-19.8%
Cc1ccc(-n2ncc3c(N4CCN(c5ccc(F)cc5)CC4)ncnc32)cc1	nt	5.0%	5.8%	nt	0.1%	0.4	nt
CC1CNC(=S)N(c2ccc(F)cc2)C1=O (stereo not given)	5.0%	nt	nt	nt	-1.3%	-21.4	nt
(list continues)
SMILES	AMA1-RON2 inh	AmpC inh detg	Sm TGR block	LmPK inhibitor	Tb PYK inh	HCMV antiviral	AmpC no deterg
Cc1ccc(C(=O)CSc2nnc(C(C)C)n2C)cc1C	4.7%	?	4.1%	-4.5%	-2.2%	8.2	0.2%
O=C(CCNC(=O)Cn1ccc2ccccc2c1=O)NCCC1=CCCCC1	-7.9%	-5.1%	-3.5%	-1.6%	3.5%	-23.1	2.3%
CN1OC[C@@H]2CN(C(=O)NC3CCCCC3)[C@H](c3ccc(N4CCCCC4)cc3)C[C@@H]21	-2.4%	nt	nt	nt	0.9%	-5.8	nt
CC(C)N=C(NC#N)SCc1ccccc1F	-5.7%	?	0.8%	-0.3%	6.5%	2.0	-18.3%
COC(=O)CCCC1=CC2=C(c3ccccc3)C(=O)C(C)(OC(=O)C3CCCC3)C(=O)C2=CN1C(CO)CO (stereo not given)	6.6%	-6.8%	39.8µM*	-2.5%[11.5 µM]	2.2%	-16.0	-2.9%
Cc1csc(NC(=O)CCNS(=O)(=O)c2ccc3c(c2)c(=O)n(C)c(=O)n3C)n1	-1.2%	0.2%	0.0%	-1.8%	1.3%	-5.4	-0.6%
CCOC(=O)c1sc(C)c2c1NC(c1ccc(Cl)cc1)NC2=O (stereo not given)	-0.9%	-13.3%	-18.2%	4.7%	3.7%	-19.7	-11.6%
COc1ccccc1CN1COc2ccc3c(oc(=O)c4ccccc43)c2C1	nt	10.0%	0.7%	nt	-0.9%	-26.8	nt
Cc1ccccc1-c1noc(CCC(=O)NC2CCCCC2)n1	-3.0%	5.4%	1.0%	1.1%	3.9%	-16.5	0.6%
CCN1CCN(C(=O)/C(C#N)=C/c2ccc(OC(F)F)cc2)CC1	4.1%	4.5%	-1.7%	-2.1%	-10.3%	-11.2	-3.5%
O=C(NCC(=O)N1CCCCC1)c1sc2ccccc2c1Cl	2.0%	2.0%	-3.4%	nt	-11.6%	18.3	0.6%
COc1cccc(CNC(=O)c2cc(-c3cccs3)nc3ccccc23)c1	nt	12.8%	-1.1%	nt	0.6%	13.6	nt
COc1ccc(C2CC(c3cccs3)=NN2C(=O)COC(=O)c2cc3ccccc3cc2O)cc1OC (stereo not given)	8.9%	?	5.1%	3.4%	-7.1%	-15.4	-25.3%
CC(=O)N/N=C/c1cc(C)n(-c2ccc(Br)cc2)c1C	17.2%	4.6%	-1.0%	4.5%	-11.6%	?	0.7%
Cc1cc(C)c(NC(=O)C2=COCCO2)c(C)c1	13.6%	?	-0.3%	nt	0.9%	-1.9	-12.7%
O=C(NCCS(=O)(=O)N1CCN(c2ccc(F)cc2)CC1)C12CC3CC(CC(C3)C1)C2	5.9%	-14.4%	-24.1%	nt	3.1%	?	75.6%[activator]
Cc1c(C(=O)N2CCCCC2)sc(NC(=O)C23CC4CC(CC(C4)C2)C3)c1C#N	0.0%	nt	nt	nt	0.8%	-16.6	nt
O=C(COc1cccnc1[N+](=O)[O-])NC1CCS(=O)(=O)C1 (stereo not given)	-8.1%	-2.4%	4.9%	-0.1%	-4.8%	27.2	-10.1%
CCCCNC(=S)N/N=C1\CCCCc2ccccc21	1.3%	-6.8%	-8.2%	4.8%	-0.8%	-14.1	-38.2%
O=C(Nc1nnc([C@@H]2O[C@H](CO)[C@@H](O)[C@H]2O)s1)Nc1cccc2c1CCCC2	-1.5%	nt	nt	nt	1.3%	4.6	nt
CN(CCCNC(=O)c1cccc(N2CCCC2=O)c1)c1ccccc1	-12.2%	1.8%	?	-6.7%	-10.2%	12.5	-14.2%
Cc1ccc(NC(=O)C(=O)NCc2ccc(Cl)cc2)cc1	nt	9.3%	19.0%	nt	4.0%	-5.8	nt
CCc1cccc2c(C(=O)CSc3nncn3-c3ccccc3OC)c[nH]c12	23.2%	?	-0.6%	2.4%	-0.2%	20.7	-4.3%
COc1ccc2cc(C3(C)NC(=O)N(CC(=O)Nc4c(C)n(C)n(-c5ccccc5)c4=O)C3=O)ccc2c1 (stereo not given)	6.4%	3.9%	-3.1%	-2.7%	11.6%	9.4	95.1%[activator]
Cc1cc(NC(=O)c2ccc3c(c2)OCO3)ccc1NC(=O)c1ccccc1	8.5%	-13.2%	-6.3%	-5.3%	0.0%	19.6	-9.7%

Complete entries, looked up by structure.
O=C(CCNC(=O)Cn1ccc2ccccc2c1=O)NCCC1=CCCCC1 is listed with AMA1-RON2 inh = -7.9%; AmpC inh detg = -5.1%; Sm TGR block = -3.5%; LmPK inhibitor = -1.6%; Tb PYK inh = 3.5%; HCMV antiviral = -23.1; AmpC no deterg = 2.3%
CCCCNC(=S)N/N=C1\CCCCc2ccccc21 is listed with AMA1-RON2 inh = 1.3%; AmpC inh detg = -6.8%; Sm TGR block = -8.2%; LmPK inhibitor = 4.8%; Tb PYK inh = -0.8%; HCMV antiviral = -14.1; AmpC no deterg = -38.2%

The results go on:
SMILES	AMA1-RON2 inh	AmpC inh detg	Sm TGR block	LmPK inhibitor	Tb PYK inh	HCMV antiviral	AmpC no deterg
CN(Cc1ccccc1)c1ccc(-c2nc(-c3ccccn3)no2)cc1[N+](=O)[O-]	nt	24.7%	-0.6%	nt	-0.9%	45.1	nt
CCC1(Cc2ccccc2)C(=O)NC(=S)N(C)C1=O (stereo not given)	1.8%	nt	nt	nt	-20.4%	-20.9	nt
COc1ccccc1NS(=O)(=O)c1ccc2c(c1)NC(=O)C(C)S2 (stereo not given)	-4.8%	-0.8%	-16.9%	-0.6%	5.8%	0.0	-26.0%
O=C(NC(=S)Nc1ccccc1N1CCCCC1)c1ccc(F)cc1	12.0%	1.6%	-1.8%	-8.3%	-12.6%	-23.0	-41.0%
NC(=O)CSc1nnc(NC(=O)C23CC4CC(CC(C4)C2)C3)s1	-11.5%	?	-14.8%	-4.6%	3.8%	nt	-8.9%
COc1ccc(N2C(=O)CC(NCc3cccs3)C2=O)cc1 (stereo not given)	8.8%	?	-1.5%	5.8%	3.8%	4.3	-13.4%
Cc1cc(C)nc(N/N=C/c2cccc(Cl)c2)n1	72.9%[activator]	2.2%	-9.7%	4.1%	-1.3%	-20.5	-35.3%
